CIT2 TOR yeast: alters CIT2-GFP fluorescence in TOR pathway yeast screen; GFP response vs DMSO, % at 10 µM; AID 2029; actives 0.065% (n = 320,000); S. cerevisiae CIT2-GFP strain, flow cytometry, 3 h; 100 means same as DMSO wells;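 active means GFP response relative to DMSO above a set limit, near the screen mean plus 3 SD, cut at about 150% in these data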;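 further: ratio of well median GFP fluorescence to mean of DMSO wells on the plate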
LAP4-GFP MLPCN: modulators of TOR pathway LAP4-GFP in S. cerevisiae; S. cerevisiae LAP4-GFP multiplex, flow cytometry GFP, 3 h; median GFP as percent of DMSO wells; GFP response vs DMSO, % at 10 µM; actives 0.34% (n = 320,000); AID 2023;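 active means GFP response vs DMSO above a set limit, about the screen mean plus 3 SD, cut at about 150% in these data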
GRK2 aptamer HTS: blocks RNA aptamer binding to human GRK2 | P25098 | bead flow cytometry, FAM-aptamer displacement from GRK2 | inhibition of aptamer binding, % at 10 µM | actives 0.59% (n = 330,000);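 active means inhibition of aptamer binding above 40%, roughly 3 SD of noise, on plates passing a quality check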;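 further: median bead fluorescence of bound FAM aptamer so fluorescent compounds give negative values; no value below 0 was filed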
Yeast superoxide: lowers age-related superoxide in aged yeast cells; superoxide response (% of plate mean), % at 10 µM; actives 0.18% (n = 330,000); S. cerevisiae aged cells, superoxide DHE fluorescence; active compounds read low;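 active means superoxide response under a set limit, about three screen SD below normal, cut at about 65% in these data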;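 further: yeast aged for seven days with compound at 30 °C before DHE staining; 100% = average MFI of all compound-treated wells on the plate with controls excluded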
VLA-4 inh: inhibition in a human VLA-4 binding assay; VLA-4 expressing cells, ligand binding flow cytometry; inhibition, % (about 7 µM as worked out from the volumes in the protocol); actives 0.2% (n = 330,000); in the data active means inhibition above about 50%
Target sequence (P13612 whole entry, looked up): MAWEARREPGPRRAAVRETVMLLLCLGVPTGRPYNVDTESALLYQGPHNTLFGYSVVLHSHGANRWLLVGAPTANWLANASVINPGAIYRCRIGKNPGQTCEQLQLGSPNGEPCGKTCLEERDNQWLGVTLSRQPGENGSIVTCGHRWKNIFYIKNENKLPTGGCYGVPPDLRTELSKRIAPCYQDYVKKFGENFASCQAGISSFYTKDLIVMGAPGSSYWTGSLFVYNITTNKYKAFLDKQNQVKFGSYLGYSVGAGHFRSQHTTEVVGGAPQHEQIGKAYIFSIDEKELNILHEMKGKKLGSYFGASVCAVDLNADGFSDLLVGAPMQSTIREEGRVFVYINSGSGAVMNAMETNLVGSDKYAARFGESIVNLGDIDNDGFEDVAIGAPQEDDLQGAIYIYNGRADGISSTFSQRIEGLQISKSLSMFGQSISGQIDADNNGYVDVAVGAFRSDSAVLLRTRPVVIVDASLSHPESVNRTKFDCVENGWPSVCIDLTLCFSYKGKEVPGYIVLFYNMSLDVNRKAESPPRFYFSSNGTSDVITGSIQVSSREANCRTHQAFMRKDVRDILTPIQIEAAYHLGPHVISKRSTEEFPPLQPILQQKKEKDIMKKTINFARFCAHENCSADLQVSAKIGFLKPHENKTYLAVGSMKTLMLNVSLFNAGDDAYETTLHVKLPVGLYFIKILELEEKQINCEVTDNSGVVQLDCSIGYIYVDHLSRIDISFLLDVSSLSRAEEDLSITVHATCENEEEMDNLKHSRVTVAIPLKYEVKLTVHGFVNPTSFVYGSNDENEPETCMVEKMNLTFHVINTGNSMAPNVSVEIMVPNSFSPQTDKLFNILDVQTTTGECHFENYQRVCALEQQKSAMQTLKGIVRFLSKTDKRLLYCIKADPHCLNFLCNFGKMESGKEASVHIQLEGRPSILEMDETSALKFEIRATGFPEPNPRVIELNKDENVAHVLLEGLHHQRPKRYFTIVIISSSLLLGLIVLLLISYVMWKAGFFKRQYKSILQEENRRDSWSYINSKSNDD
RPL19A TOR yeast: yeast TOR pathway RPL19A-GFP modulation | S. cerevisiae RPL19A-GFP strain, flow cytometry, 3 h; active compounds read low | percent response vs DMSO, % at 10 µM | actives 0.3% (n = 330,000) | AID 2025;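 active means percent response vs DMSO below 50%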;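 further: median channel GFP fluorescence of the barcoded RPL19A-GFP strain; ratio of sample median GFP to plate DMSO average so 100% = DMSO; lower means less RPL19A-GFP as with rapamycin TOR inhibition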
MEP2-GFP yeast: modulators of TOR pathway MEP2-GFP in S. cerevisiae. S. cerevisiae MEP2-GFP strain, flow cytometry GFP, 3 h; 100% = DMSO control level. GFP response vs DMSO, % at 10 µM. actives 0.51% (n = 330,000). AID 2016;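 active means GFP response versus DMSO above a set limit, roughly screen mean plus 3 SD, cut at about 180% in these data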;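 further: median GFP fluorescence of the barcode-gated MEP2-GFP cells per well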
AGP1 TOR yeast: yeast TOR pathway AGP1-GFP modulation; S. cerevisiae AGP1-GFP multiplex flow cytometry, 3 h; GFP as percent of DMSO wells; GFP response vs DMSO, % at 10 µM; actives 0.02% (n = 320,000);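 active means GFP response relative to DMSO above a set limit, near screen average plus 3 SD, cut at about 150% in these data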;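 further: median GFP channel fluorescence of the gated AGP1 strain per well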
Starred values were filed as active, the others as inactive; nt = no result given; & = joins results of further samples. No enrichment for hits; 1.7% or so of the library scored in one or more.

SMILES | CIT2 TOR yeast | LAP4-GFP MLPCN | GRK2 aptamer HTS | Yeast superoxide | VLA-4 inh | RPL19A TOR yeast | MEP2-GFP yeast | AGP1 TOR yeast
CC(C)OC(=O)c1sc2nc(-c3ccccc3)ccc2c1N | 96 | 106 | 3 | 112 | 11 | 100 | 106 | 101
O=C(NNC(=O)c1cccs1)c1ccc(Cl)c([N+](=O)[O-])c1 | 95 | 105 | 2 | 123 | 4 | 102 | 99 | 96
CC[C@@]12C(=O)N(c3cccc(Cl)c3)C(=O)N1[C@H](c1cccc(C)c1)[C@@H]1C(=O)N(Cc3ccccc3)C(=O)[C@@H]12 | 100 | 111 | 1 | 101 | 19 | 107 | 99 | 104
CC(C)(Oc1ccc(Cl)cc1)C(=O)NC1CCSC1=O (stereo unspecified) | 103 | 100 | 4 | 87 | 7 | 100 | 99 | 106
COC(=O)c1ccc(-n2c(C)ccc2-c2ccccc2)cc1 | 93 | 106 | 3 | 110 | -2 | 99 | 96 | 100
CC1CCc2c(sc3ncnc(SCC(=O)Nc4ccc(C(=O)O)cc4)c23)C1 (stereo unspecified) | 106 | 99 | 0 | 85 | -1 | 104 | 106 | 103
Cc1ccccc1C(=O)Nc1cccc(NC(=O)c2ccc(F)cc2)c1 | 105 | 110 | 5 | 99 | 29 | 103 | 116 | 106
CC1=C(C)CS(=O)N(S(=O)(=O)c2ccc(Cl)cc2)C1 (stereo unspecified) | 84 | 111 | 0 | 110 | 12 | 89 | 89 | 87
Cc1cc(C)cc(NC(=O)COC(=O)c2cccc(S(=O)(=O)N3CCCCC3)c2)c1 | 99 | 105 | 2 | 90 | 0 | 105 | 103 | 103
CC1(c2ccc(Cl)cc2)NC(=O)N(CC(=O)N2CCc3ccccc3C2)C1=O (stereo unspecified) | 86 | 99 | 4 | 132 | 14 | 100 | 99 | 94
CCN(CC)S(=O)(=O)c1ccc2c(c1)nc(CCC(=O)OCc1c(C)noc1C)n2C | 99 | 100 | 0 | 94 | 37 | 103 | 110 | 102
COCc1cc(=O)[nH]c2c1c(-c1ccccc1)nn2C | 92 | 111 | 2 | 95 | -2 | 93 | 100 | 101
CN(C)c1oc(-c2ccccc2Cl)nc1P(=O)(c1ccccc1)c1ccccc1 | 102 | 102 | 1 | 111 | -15 | 100 | 111 | 111
Cc1ccc(NC(=O)C2C(=O)N(CCO)C3(C)CC2c2ccccc2O3)cc1 (stereo unspecified) | 105 | 95 | 0 | 102 | 0 | 99 | 97 | 97
CN(C)CCNc1nc(-c2ccccc2)c2c(c1C#N)CC(C)(C)OC2 | 104 | 100 | 2 | 104 | -16 | 103 | 100 | 104
CCOC(=O)N1CCN(C(=O)CN(C)S(=O)(=O)c2ccc(OC)c(OC)c2)CC1 | 105 | 95 | 0 | 103 | 14 | 94 | 89 | 96
COC(=O)CCCn1nc(NC(=O)COc2ccc(F)cc2)cc1C | 93 | 86 | 1 | 98 | 0 | 91 | 106 | 88
NC(=O)N/N=C1\CCS(=O)(=O)c2ccc(F)cc21 | 98 | 92 | 0 | 99 | 13 | 101 | 92 | 99
C[C@@H](CN=[N+]=[N-])CN1CC[C@H](C(C)(C)C)CCC1=O | 69 | 99 | 3 | 111 | 19 | 95 | 94 | 76
COc1cc(CNC(=O)c2cccc(COc3ccc(Cl)cc3)c2)cc(OC)c1 | 80 | 109 | 0 | 105 | -10 | 88 | 86 | 88
Cc1ccc(C(C(=O)NCC2CCCO2)N(Cc2ccccc2F)C(=O)Cn2nnc(-c3cccs3)n2)cc1 (stereo unspecified) | 86 | 103 | 0 | 101 | 9 | 99 | 102 | 104
COc1ccc(-n2c(=O)c3ccccc3n(CC(=O)OCc3ccccc3)c2=O)cc1OC | 105 | 99 | 1 | 110 | -3 | 100 | 101 | 104
CC(C)c1nnc(NC(=O)CCC(=O)NCc2ccc3c(c2)OCO3)s1 | 96 | 98 | 0 | 108 | 0 | 109 | 110 | 95
CCCN(C(=O)c1cccc(S(=O)(=O)N2CCCc3ccccc32)c1)C1CCS(=O)(=O)C1 (stereo unspecified) | 95 | 88 | 4 | 113 | 0 | 88 | 98 | 92
CC(C)(C)OC(=O)N1CCCC1C(=O)NC(Cc1ccccc1)C(=O)O (stereo unspecified) | 110 | 106 | 0 | 110 | 8 | 104 | 109 | 107
O=C(c1cc(C2CC2)nc2ccccc12)N1N=C(C(F)F)CC1(O)C(F)F (stereo unspecified) | 106 | 105 | 0 | 108 | 1 | 102 | 106 | 106
CCCc1cc(C(=O)Nc2nccs2)cs1 | 87 | 98 | 0 | 81 | -6 | 90 | 95 | 88
Cc1nn(Cc2ccc(F)cc2)c(C)c1NC(=O)CCCn1nc([N+](=O)[O-])cc1C | 94 | 103 | 0 | 88 | 1 | 99 | 100 | 101
CCCC(c1nnnn1C(C)(C)C)N1CCN(c2ccccc2)CC1 (stereo unspecified) | 88 | 103 | 2 | 100 | -2 | 97 | 96 | 104
COCCCN(C(=S)Nc1cccc(Cl)c1)C(C)c1ccncc1 (stereo unspecified) | 100 | 92 | 4 | 87 | 10 | 105 | 106 | 100
COc1ccc(CCNC(=O)C2CCN(C(=O)c3ccccc3C)CC2)cc1 | 102 | 105 | 2 | 104 | -1 | 106 | 108 | 98
CCn1c(=O)c(=O)[nH]c2c(=O)oc3ccc(S(=O)(=O)Nc4ccccc4)cc3c21 | 105 | 101 | 4 | 96 | 1 | 104 | 109 | 108
CN1C(C)(C)CC(=NOC(=O)c2ccccc2)CC1(C)C | 100 | 104 | 33 | 111 | 6 | 102 | 110 | 99
COc1ccccc1OC(=O)CCc1nc2ccccc2s1 | 90 | 85 | 2 | 125 | 0 | 101 | 100 | 92
CC(=O)c1c(C)[nH]c(C(=O)Nc2nc(-c3ccc(-c4ccccc4)cc3)cs2)c1C | 88 | 84 | 0 | 109 | -3 | 98 | 94 | 92
C=CCOc1ccc(/C=N/NC(=O)C(C)Sc2ccccn2)cc1OC (stereo unspecified) | 100 | 98 | 9 | 82 | -9 | 105 | 104 | 104
CCc1ccc(C(=O)/C=C/Nc2ccc(S(=O)(=O)Nc3cnc4ccccc4n3)cc2)cc1 | 95 | 103 | 2 | 91 | 3 | 98 | 108 | 97
Cc1ccc(N(CC(=O)Nc2ccc3c(c2)OCCO3)S(=O)(=O)c2c(C)n[nH]c2C)cc1 | 91 | 84 | 0 | 110 | 10 | 95 | 92 | 95
CCCc1nnc(SCC(=O)NC2CC2)n1C | 99 | 99 | 0 | 100 | 17 | 95 | 80 | 89
COC(=O)C(C)Oc1ccc2c3c(c(=O)oc2c1)CCCCC3 (stereo unspecified) | nt | 114 | 4 | 126 | 9 | 106 | 99 | 99

Ordered by count of non-hydrogen atoms (largest number first): some entries from above.
SMILES | CIT2 TOR yeast | LAP4-GFP MLPCN | GRK2 aptamer HTS | Yeast superoxide | VLA-4 inh | RPL19A TOR yeast | MEP2-GFP yeast | AGP1 TOR yeast
COc1ccc(CCNC(=O)C2CCN(C(=O)c3ccccc3C)CC2)cc1 | 102 | 105 | 2 | 104 | -1 | 106 | 108 | 98
COCCCN(C(=S)Nc1cccc(Cl)c1)C(C)c1ccncc1 (stereo unspecified) | 100 | 92 | 4 | 87 | 10 | 105 | 106 | 100
C[C@@H](CN=[N+]=[N-])CN1CC[C@H](C(C)(C)C)CCC1=O | 69 | 99 | 3 | 111 | 19 | 95 | 94 | 76

Continuation:
SMILES | CIT2 TOR yeast | LAP4-GFP MLPCN | GRK2 aptamer HTS | Yeast superoxide | VLA-4 inh | RPL19A TOR yeast | MEP2-GFP yeast | AGP1 TOR yeast
O=S(=O)(Cc1cc(Cl)nc(-c2ccncc2)n1)c1ccccc1 | 118 | 108 | 0 | 111 | -26 | 106 | 108 | 106
Cc1snc2sc(C(=O)c3ccc(F)cc3)c(N)c12 | 96 | 117 | 0 | 110 | 3 | 96 | 107 | 98
COc1ccc(NC(=O)CC(C)NCCCN2CCCC2=O)cc1 (stereo unspecified) | 107 | 100 | 0 | 101 | 6 | 111 | 96 | 105
O=C(CNC(=O)c1ccc(Cl)c([N+](=O)[O-])c1)OCN1C(=O)c2ccccc2C1=O | 104 | 108 | 7 | 101 | 5 | 105 | 101 | 107
N#C/C(=C\c1ccc(OC(=O)c2ccc(Br)s2)cc1)c1nc2ccccc2[nH]1 | 93 | 109 | 0 | 102 | -20 | 99 | 111 | 100
COc1cc(CC(=O)OCC(=O)NC2CC2)cc(OC)c1OC | 93 | 100 | 0 | 99 | 10 | 95 | 96 | 98
COc1ccc(C2=NOC(C(=O)N3CCN(c4ccccc4OC)CC3)C2)cc1 (stereo unspecified) | 95 | 113 | 4 | 99 | 1 | 97 | 102 | 97
CC(=O)N[C@@H](Cc1c[nH]c2ccccc12)C(=O)OCc1ccc(C#N)cc1 | 98 | 97 | 3 | 103 | -3 | 93 | 94 | 90
N#C/C(=C\c1ccc(F)cc1)c1n[nH]c(Cn2cncn2)n1 | 99 | 96 | 2 | 100 | 2 | 101 | 99 | 95
Cc1ccc(C)c(Cn2nnc3c(=O)[nH]c(C(=O)Nc4ccc(F)cc4)nc32)c1 | 99 | 89 | 1 | 104 | -3 | 99 | 91 | 103
COc1ccccc1-n1c(SCC(=O)N(C)C2CCS(=O)(=O)C2)nc2ccccc2c1=O (stereo unspecified) | 91 | 104 | 11 | 97 | 21 | 92 | 108 | 96
Cn1c(N2CCCCC2)cc(=O)n(C)c1=O | 83 | nt | 0 | 98 | -3 | 90 | 86 | 88
CC(=O)Nc1c(-c2ccc(F)cc2)nc2ccccn12 | 104 | 94 | 1 | 87 | -10 | 98 | 95 | 102
CC(NC(=O)Cc1ccc(NC2=NC3CS(=O)(=O)CC3S2)cc1)c1ccccc1 (stereo unspecified) | 97 | 99 | 0 | 113 | 20 | 99 | 98 | 99
N#CCCNC(=O)Cn1c(COc2ccc(Cl)cc2)nc2ccccc21 | 104 | 104 | 0 | 97 | 2 | 105 | 114 | 101
Cn1cc(SCC(=O)NCc2ccc3c(c2)OCO3)c2ccccc21 | 91 | 106 | 1 | 107 | 19 | 101 | 99 | 107
COc1cc2c(=O)n(Cc3ccco3)c(=O)n(CC(=O)c3ccc(Br)cc3)c2cc1OC | 98 | 101 | 0 | 85 | -2 | 99 | 98 | 96
Cc1nc2ccccc2n1CCOc1ccc(F)cc1 | 101 | 94 | 0 | 102 | -2 | 104 | 104 | 104
CSc1nnc(-c2cc3c(s2)-c2ccccc2CC3)o1 | 91 | 151* | 1 | 88 | -16 | 96 | 100 | 69
CCOC(=O)Cc1csc(NC(=O)Cc2ccc(C)cc2)n1 | 92 | 95 | 5 | 94 | -5 | 93 | 100 | 86
CCN(CC)C(=O)C1CCCN(C(=S)Nc2cccc3ccccc23)C1 (stereo unspecified) | 101 | 99 | 13 | 136 | 18 | 106 | 108 | 98
O=C(NC1=NCCS1)c1ccccc1Br | 94 | 93 | 1 | 96 | 6 | 99 | 89 | 84
COC(=O)c1sccc1NC(=O)CSc1ccccc1NS(=O)(=O)c1ccc(Br)cc1 | 91 | 97 | 0 | 108 | 22 | 99 | 98 | 104
COC(=O)N/N=C1\CCCc2c(C)cc(C)cc21 | 89 | 106 | 2 | 103 | 8 | 103 | 99 | 100
COc1ccc2sc(-c3ccc(SC)cc3)c(-c3ccc(O)cc3)c2c1 | 91 | 108 | 1 | 98 | -4 | 96 | 99 | 98
c1cnc(N2CCN(Cc3ccc4c(c3)OCO4)CC2)nc1 | 108&87 | 96&96 | 0&3 | 101&98 | -7&17 | 105&102 | 113&106 | 110&90

An excerpt from above in order of their number in GRK2 aptamer HTS, largest number first.
| structure | GRK2 aptamer HTS |
| --- | --- |
| CCN(CC)C(=O)C1CCCN(C(=S)Nc2cccc3ccccc23)C1 (stereo unspecified) | 13 |
| COC(=O)N/N=C1\CCCc2c(C)cc(C)cc21 | 2 |
| COc1ccc2sc(-c3ccc(SC)cc3)c(-c3ccc(O)cc3)c2c1 | 1 |

From PubChem BioAssay
